RXFP1 antag – antagonists of human relaxin receptor RXFP1. HEK293-RXFP1, relaxin-stimulated cAMP HTRF, 30 min; active compounds read low. activity change, negative = inhibition, % at 57.5 µM. actives 0.59% (n = 350,000);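 active = activity change of -60% or lower, but not beyond a set lower limit; inconclusive = change between -60% and -40%, or beyond the set limit; inactive = change above -40%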; also: % is scaled to controls: 0 for no effect and ±100 for the full control effect
D2 ag – activates the human D2 dopamine receptor; HEK293 T-REx D2 cells, calcium flux agonist mode; activation, % at 2 µM; actives 0.53% (n = 340,000);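 active = activation over 3 SD above normal in the single-dose calcium agonist read, cut at about 30% in these data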; also: 0% is about no effect
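Agonism scored from kinetic calcium signal (1 read/sec, 180 s) following compound pin transfer, after a 10 s baseline. Cells: HEK293 Trex line expressing inducible D2 receptor coupled to calcium, dye-loaded after overnight culture at 30 C.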
D1 potentiator – potentiators of human D1 dopamine receptor | P21728 | HEK293 TREx D1 cells, calcium flux, dopamine EC20 potentiation | potentiation, % at 10 µM | actives 0.036% (n = 360,000); in the data active = potentiation above about 30%; also: 0% is about no effect
Target sequence (P21728 whole entry, looked up): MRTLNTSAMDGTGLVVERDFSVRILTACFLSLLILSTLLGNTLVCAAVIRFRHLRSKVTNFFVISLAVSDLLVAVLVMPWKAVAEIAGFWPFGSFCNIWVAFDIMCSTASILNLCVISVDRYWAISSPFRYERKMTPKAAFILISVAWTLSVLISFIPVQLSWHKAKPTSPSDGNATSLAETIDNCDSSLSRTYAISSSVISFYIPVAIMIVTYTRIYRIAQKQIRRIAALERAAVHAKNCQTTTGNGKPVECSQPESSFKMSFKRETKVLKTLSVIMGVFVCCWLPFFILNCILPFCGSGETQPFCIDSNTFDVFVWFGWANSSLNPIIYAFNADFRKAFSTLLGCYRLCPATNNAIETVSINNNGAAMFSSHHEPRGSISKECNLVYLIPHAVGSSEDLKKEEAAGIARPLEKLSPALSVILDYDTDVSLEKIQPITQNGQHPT
D2 antag – antagonists of human D2 dopamine receptor; AID 485344; HEK293 TREx D2 cells, calcium flux, dopamine EC80; actives 2% (n = 340,000); inhibition, % at 10 µM; in the data active = inhibition above about 30%; also: 0% is about no effect
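Tetracycline-induced HEK293 TREx cells expressing D2 receptor forced-coupled to calcium signalling, loaded with no-wash calcium dye. Compounds added and calcium flux read 180 s, then dopamine added at EC80 and read a further 180 s.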
RXFP1 agonist – agonists of human relaxin receptor RXFP1; Q9HBX9; HEK293T-RXFP1 cAMP TR-FRET, 30 min; response scale: percent of porcine relaxin response, buffer zero; Potency, µM (titrated, usually from 57.5 µM), for the others: at the highest dose activation, hits mostly activators; actives 0.3% (n = 370,000); AID 2676; active = well fitted activation curve with a large enough effect; inconclusive = small, poorly fitted or top-dose-only effect; also: potency is read from the fitted curve at half-maximal effect; % is scaled to controls: 0 for no effect and ±100 for the full control effect; nearly all actives have a fitted effect of over 60% in size; many of its hits are not listed in these tables
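HEK293T cells stably expressing RXFP1 were pretreated with the PDE4 inhibitor Ro 20174, exposed to compounds for 30 min at 37C, lysed, and cAMP was read by TR-FRET. Data normalized to buffer (basal) and 29 nM porcine relaxin (100%).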
TRHR enhancer – allosterically enhances the human TRH receptor. P34981. TRHR cells, fluo-8 calcium fluorescence, EC20 TRH enhancement. enhancement, % at 2 µM. actives 0.66% (n = 360,000); in the data active = enhancement above about 30%; also: 0% is about no effect
Target sequence (P34981 whole entry, looked up): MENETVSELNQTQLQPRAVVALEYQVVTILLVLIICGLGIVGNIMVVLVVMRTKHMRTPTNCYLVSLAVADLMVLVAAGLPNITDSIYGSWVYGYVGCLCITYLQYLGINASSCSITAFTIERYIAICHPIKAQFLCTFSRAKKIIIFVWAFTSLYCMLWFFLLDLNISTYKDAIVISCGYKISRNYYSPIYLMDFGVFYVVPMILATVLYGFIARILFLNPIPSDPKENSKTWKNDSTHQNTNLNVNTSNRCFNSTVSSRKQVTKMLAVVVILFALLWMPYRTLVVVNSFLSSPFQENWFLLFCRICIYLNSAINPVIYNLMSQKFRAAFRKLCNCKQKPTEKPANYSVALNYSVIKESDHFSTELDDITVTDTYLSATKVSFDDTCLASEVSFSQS
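TRHR-expressing cells loaded with fluo-8 calcium dye were read kinetically (ex 480/em 530) during compound addition, then stimulated with an EC20 of TRH (10 nM final). Enhancement of the Gq-mediated intracellular calcium response was scored.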
D1 antag – human D1 dopamine receptor antagonism. HEK293 TREx D1 cells, calcium flux, dopamine EC80; active compounds read low. activity change, negative = inhibition, % at 10 µM. actives 3.2% (n = 360,000); in the data active = activity change below about -30%; also: % is scaled to controls: 0 for no effect and ±100 for the full control effect
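Tetracycline-induced HEK293 Trex D1 cells, force-coupled to calcium, dye-loaded; compounds added and read 180 s, then EC80 dopamine added and calcium flux tracked kinetically another 180 s.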
D1 ag – human D1 receptor agonism; P21728; HEK293 T-REx D1 cells, calcium flux, agonist mode; activation, % at 2 µM; actives 1% (n = 360,000); AID 504660; in the data active = activation above about 30%; also: 0% is about no effect
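Inducible HEK293 T-REx D1 cells, force-coupled to calcium signalling, were plated at 4000 cells/well with tetracycline and held overnight at 30 C. After no-wash calcium dye loading, compound-evoked calcium rise over 180 s flagged agonists.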
D2 PAM – D2 dopamine receptor (human) potentiation; HEK293 T-REx D2, calcium flux, EC20 dopamine potentiation; potentiation, % at 10 µM; actives 0.34% (n = 340,000); AID 485347;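 active = potentiation over 3 SD above the plate norm, cut at about 30% in these data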; also: 0% is about no effect
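Using a no-wash calcium dye in inducible, force-coupled HEK293 Trex cells expressing D2, we tracked fluorescence each second for 180 s after compound, then for 180 s after EC20 dopamine to detect augmented signalling.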
Active calls of the source: *; u = inconclusive; x = not tested or not shown. Not all compounds are listed; the hit share may differ from the screen's.

SMILES | RXFP1 antag | D2 ag | D1 potentiator | D2 antag | RXFP1 agonist | TRHR enhancer | D1 antag | D1 ag | D2 PAM
Cc1ccccc1-c1c(C)oc2cc(O)ccc2c1=O | 8 | 0.3 | -2 | -6 | -1.1% | -5 | 34 | 3 | 12
CS(=O)(=O)c1ccccc1-c1nnc(NC(=O)c2ccc3ncsc3c2)o1 | -6 | 0.4 | -6 | -9 | 1.1% | -3 | 10 | 3 | -9
Cc1ccc(C(=O)/C=C/c2cc(Br)cc(Br)c2O)o1 | u | 4.2 | -3 | 15 | 17% | -2 | -5 | 43* | 0
CCC(c1nnc(SCC(=O)N2CC3(C)CC2CC(C)(C)C3)o1)N(C)C (stereo not given) | -1 | -0.2 | -1 | 3 | 0.4% | 7 | 8 | 2 | -5
COC(=O)[C@@H](NC(=O)NCc1cccc(OC)c1)C(C)C | 20 | -0.1 | -2 | 4 | 0.8% | -1 | 3 | 4 | 11
COc1ccc(S(=O)(=O)N(C)CC(=O)Nc2ccccc2C(F)(F)F)cc1 | 19 | -0.5 | -4 | -6 | 0.1% | 1 | -22 | 4 | 8
CC1(c2ccc(Cl)cc2)NC(=O)N(CC(=O)NCc2cccs2)C1=O (stereo not given) | 0 | 0.8 | 4 | -2 | 0.8% | -2 | -5 | 2 | 14
O=C(CN1C(=O)NC2(CCc3ccccc32)C1=O)Nc1ccccc1OC(F)F (stereo not given) | -3 | 2.0 | -5 | -8 | 2.2% | 4 | -4 | 4 | -5
CN(C)c1ccc(C2CC(c3ccccc3)=Nc3nc(-c4ccccc4)cn32)cc1 (stereo not given) | x | 3.2 | -1 | 11 | 0.9% | -3 | -11 | 9 | 3
COc1ccc(NC2CCCN(C(=O)CCc3cccc(Cl)c3)C2)cc1 (stereo not given) | -7 | -0.1 | -2 | 12 | -2.8% | -2 | 0 | 1 | -4
CCN1C(=O)/C(=C2/SC(C)=C(C)N2CC)SC1=S | 8 | -1.3 | -2 | 4 | -0.6% | -3 | 5 | 7 | 9
CC(NC(=O)CN(C)Cc1ccc(Br)cc1)c1ccccc1 (stereo not given) | -13 | -0.4 | 6 | -19 | -0.2% | -3 | 2 | -1 | -5
CC1CCCc2sc3nc(NCc4ccco4)n4ncnc4c3c21 (stereo not given) | -8 | -0.5 | -1 | 19 | 6.4% | -1 | 52 | 1 | -4
CC(C)CC(=O)Nc1nnc(SCC(=O)Nc2nccs2)s1 | 1 | 1.2 | -1 | -16 | -1.4% | 3 | -35* | 7 | 2
CN(c1ccccc1)c1ccc(/C=N/NC(=O)CC#N)cc1 | -10 | 0.0 | 1 | -6 | 5.0% | 4 | -6 | 3 | -3
O=C(COC(=O)CNS(=O)(=O)c1ccc2ccccc2c1)Nc1ccc2c(c1)OCO2 | -10 | -0.8 | -6 | -3 | 0.0% | -5 | -21 | -1 | -6
O=C(c1ccc(S(=O)(=O)N2CCOCC2)cc1)N1CCOCC1 | 1 | -0.7 | -1 | 6 | 0.8% | -11 | -22 | 2 | 8
Cc1ccccc1C(=O)NC1CC2CCCC(C1)N2C(=O)Nc1ccccc1 (stereo not given) | 7 | 0.8 | -6 | 21 | 0.4% | 3 | 1 | -3 | -5
COc1cccc(NC(=O)CN(C)C(=O)c2cccc(S(=O)(=O)Nc3ccc(C)cc3)c2)c1 | -10 | -0.3 | -4 | 3 | -1.0% | -8 | -1 | 2 | -14
O=C(OCc1ccccc1)/C(=C/c1ccccc1Cl)NC(=O)c1ccco1 | -31 | 0.2 | -7 | 5 | 0.3% | -18 | -7 | 6 | 14
COc1cccc(/C=C2/Sc3ccc(C(=O)NCCN4CCCC4)cc3NC2=O)c1 | -7 | -0.7 | -1 | -11 | 3.1% | 8 | -3 | 2 | -11
Cc1ccc(NC(=O)Cn2c(=O)n(-c3ccc(CC(=O)NCC4CCCO4)cc3)c(=O)c3ccccc32)cc1 (stereo not given) | x | -0.3 | 0 | x | 8.0% | 11 | 6 | 0 | 3
Cc1ccc(C)c(CNC(=O)C2CCCCN2S(=O)(=O)c2ccc(F)cc2)c1 (stereo not given) | -7 | x | -5 | x | -0.1% | -1 | -37* | 44* | 15
COc1cc(/C=C/c2cc[n+](C)cc2)ccc1OCC(=O)Nc1ccc(Cl)c(Cl)c1 | 18 | -0.8 | -6 | -1 | 1.2% | 10 | -12 | 8 | 5
COc1cccc(CNC(=O)c2cccc(NC3=NC4CS(=O)(=O)CC4S3)c2)c1 (stereo not given) | 0 | -0.4 | -1 | -5 | 1.0% | 2 | 3 | 4 | -18
O=C(C1CCC(=O)N(C2CCCC2)C1)N1CCN(Cc2cccc(Cl)c2)CC1 (stereo not given) | -3 | 0.0 | -3 | -3 | 0.1% | 7 | 0 | 1 | -18
Cc1oc2ncn(CC(C)C)c(=O)c2c1C(=O)N1CCN(c2ccccc2F)CC1 | x | -0.3 | 3 | x | 3.4% | 12 | -6 | 11 | 6
COC(=O)/C(=C(O)\C=C\c1ccccc1[N+](=O)[O-])c1nc2ccccc2[nH]1 | -1 | 0.0 | x | 3 | 3.9% | 8 | -8 | 3 | -1
CCc1ccccc1Nc1nn2c(=O)c3ccc(C(=O)NCCC4=CCCCC4)cc3nc2s1 | x | 8.0 | -3 | x | 25% | -6 | -4 | 2 | -8
Cc1cc(S(=O)(=O)NC2CCCCC2)ccc1OCC(=O)NCC1CCCO1 (stereo not given) | 13 | -0.3 | -10 | -4 | 1.6% | -4 | 4 | 4 | -7
CSCCC(NC(=O)c1ccccc1)C(=O)NCC(C)(C)N1CCOCC1 (stereo not given) | -3 | 0.2 | -4 | -26 | -0.9% | -4 | 17 | 1 | -2
CCN1CCCC1CNC(=O)CCc1nnc(CCC2CCCCC2)o1 (stereo not given) | 4 | 0.4 | 0 | 2 | 0.3% | 3 | -1 | 6 | -2
O=C1COc2ccc(S(=O)(=O)N3CCCCCC3)cc2N1 | 0 | 0.0 | -5 | 22 | 5.7% | -11 | 6 | 3 | -14
CCOC(=O)c1sc2ncn(C(CC)C(=O)OCC)c(=O)c2c1C (stereo not given) | -11 | 0.2 | -5 | -15 | 3.0% | 3 | 4 | 4 | -2
CCN(c1ccccc1)S(=O)(=O)c1ccc(C(=O)NCC(c2cccs2)N(C)C)cc1 (stereo not given) | -7 | -3.2 | -12 | -18 | 2.7% | 5 | -29 | 20 | -21
O=C1N/C(=N\N=C\c2cccs2)SC1Cc1ccc(Cl)c(Cl)c1 (stereo not given) | 8 | 0.3 | -5 | -3 | -1.2% | -3 | -43* | 1 | x
CCCn1c(=N)c(S(=O)(=O)c2ccccc2)cc2c(=O)n3ccccc3nc21 | -8 | 0.0 | 2 | -24 | 7.0% | 2 | -16 | 5 | 4
Cn1c(/C(C#N)=C/c2ccccc2Br)nc2ccccc21 | 1 | -1.5 | 1 | x | 0.2% | -3 | -16 | -1 | -20
CC(C)=CCC/C(C)=C/CCC(C)NCCN1CCNCC1 (stereo not given) | x | 0.4 | -5 | 4 | 1.0% | -2 | 9 | 1 | -12
COC(=O)CC1Oc2ccc(C)cc2NC1=O (stereo not given) | -3 | 0.1 | x | 21 | 0.3% | -4 | -13 | 1 | -2
CCCNc1c(F)c(F)c2c(C)c3ccccc3nc2c1F | -25 | 11 | -6 | 4 | 15% | 9 | 4 | 41* | 10
Cc1cc(N2CCOCC2)ccc1/C=C1\NC(=O)N(CC(=O)Nc2ccccc2C)C1=O | -36 | 0.9 | 0 | -22 | 4.4% | 0 | 0 | -1 | -1
O=C(CNC(=O)c1cccc(OC(F)F)c1)OCn1nnc2ccccc2c1=O | 5 | -0.9 | 3 | 1 | -0.1% | 0 | 7 | 2 | 26
Cc1cccc(NS(=O)(=O)c2c(C(=O)N3CCOCC3)c(C)n(C)c2C)c1C | 9 | -0.8 | -13 | -11 | 0.2% | 23 | 6 | 14 | -1
O=[N+]([O-])c1ccc(Oc2ccc(S(=O)(=O)N3CCOCC3)cn2)cc1 | -12 | -1.6 | -7 | -8 | -0.1% | 4 | -3 | 0 | 5
COc1ccc(-c2nc3scc(-c4ccc(OC)c(OC)c4)c3c(=O)o2)cc1 | 0 | -0.7 | 0 | 0 | 2.5% | 0 | -16 | 1 | 2
CN1CCN(C(=O)c2ccc3c(c2)N(Cc2ccc(Cl)cc2)C(=O)c2ccccc2S3(=O)=O)CC1 | x | 1.9 | -2 | x | -4.7% | -5 | -1 | 0 | -20
CCCN(CCC)CCNC(=O)CCC(=O)Nc1ccc2nc(N3CCN(C)CC3)cc(C)c2c1 | 3 | 13 | -5 | -4 | 0.3% | -1 | 4 | 1 | -18
CC(=O)Nc1nnc(SCC(=O)Nc2ccc3c(c2)OCCO3)s1 | -2 | x | -19 | x | -1.2% | 1 | -11 | 2 | 2
COc1ccc(/C=C/C(=O)NC(=S)NNC(=O)c2cccs2)cc1OC | -8 | 1.0 | 1 | 29 | 0.0% | 12 | 5 | 0 | -3
CC(C)CN1C(=O)c2ccc(C(=O)Nc3ccncc3)cc2C1=O | -4 | 0.6 | -2 | -4 | 0.3% | 23 | -21 | 16 | 11
Cc1cc(-c2ccccc2C(=O)NC2CCCCC2)on1 | -2 | -1.2 | -1 | -31 | 0.6% | -4 | 4 | 2 | 13
COc1ccc(OC)c(CCNC(=O)CS(=O)(=O)Cc2nc(-c3ccccc3C)oc2C)c1 | -3 | 0.6 | 0 | 14 | 1.9% | -1 | 12 | 3 | -10
COc1ccc(NC(=O)c2cc(-c3cccs3)on2)c(OC)c1 | -28 | x | 0 | x | 5.6% | -3 | -3 | -1 | x
CC1=C(C(=O)Nc2cccnc2)C(c2ccccc2)n2nc(SCc3ccccc3Cl)nc2N1 (stereo not given) | x | -1.1 | 1 | x | 22% | 3 | -6 | 0 | -5

Another view of 6 compounds above:
Below each compound: RXFP1 antag, D2 ag, D1 potentiator, D2 antag, RXFP1 agonist, TRHR enhancer, D1 antag, D1 ag, D2 PAM
CC(=O)Nc1nnc(SCC(=O)Nc2ccc3c(c2)OCCO3)s1
  -2, x, -19, x, -1.2%, 1, -11, 2, 2
COc1ccc(/C=C/C(=O)NC(=S)NNC(=O)c2cccs2)cc1OC
  -8, 1.0, 1, 29, 0.0%, 12, 5, 0, -3
CC(C)CN1C(=O)c2ccc(C(=O)Nc3ccncc3)cc2C1=O
  -4, 0.6, -2, -4, 0.3%, 23, -21, 16, 11
Cc1cc(-c2ccccc2C(=O)NC2CCCCC2)on1
  -2, -1.2, -1, -31, 0.6%, -4, 4, 2, 13
COc1ccc(OC)c(CCNC(=O)CS(=O)(=O)Cc2nc(-c3ccccc3C)oc2C)c1
  -3, 0.6, 0, 14, 1.9%, -1, 12, 3, -10
COc1ccc(NC(=O)c2cc(-c3cccs3)on2)c(OC)c1
  -28, x, 0, x, 5.6%, -3, -3, -1, x

High-throughput results as filed in PubChem BioAssay.
